14-3-3g Raf: modulators of 14-3-3 gamma protein binding, primary screen, biochemical, fluorescence polarization; 14-3-3 protein gamma (Homo sapiens), P61981; FP, 14-3-3gamma / TMR-pS259-Raf peptide binding; inhibition, % at 40 µM; actives 0.19% (n = 160,000); AID 422, 2006; in the data active means inhibition above about 30%;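 further: 0% = protein plus tracer without compound and 100% = blank with tracer alone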
Target sequence (P61981 whole entry, looked up): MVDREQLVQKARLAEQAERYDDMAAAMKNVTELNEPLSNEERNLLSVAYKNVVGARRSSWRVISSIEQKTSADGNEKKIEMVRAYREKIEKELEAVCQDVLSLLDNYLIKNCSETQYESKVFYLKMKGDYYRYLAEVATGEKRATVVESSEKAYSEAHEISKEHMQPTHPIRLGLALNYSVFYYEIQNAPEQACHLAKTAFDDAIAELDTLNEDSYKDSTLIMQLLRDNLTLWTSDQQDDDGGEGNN
An asterisk follows results filed as active; & = joins results of further samples.

#	SMILES	14-3-3g Raf
1	O=C(NC1CCS(=O)(=O)C1)c1cn(-c2ccccc2)nc1-c1ccccc1 (stereo unspecified)	1
2	O=C(NCc1cccnc1)N1c2ccccc2Sc2ccccc21	-8
3	O=C(CN1C(=O)c2cccc3cccc(c23)C1=O)NCCN1CCOCC1	-10
4	Cc1oc(C)c2c(=O)ccc3c(c12)OC(N)=C(C#N)C3c1ccc(F)cc1 (stereo unspecified)	-30
5	CC(=O)Oc1ccc(C(=O)N2CCCc3ccccc32)cc1	-9
6	CSc1nc2c(c(=O)[nH]1)C(c1ccc(OCc3ccccc3)cc1)C1=C(CC(C)(C)CC1=O)N2 (stereo unspecified)	-3
7	COc1cccc(N=Cc2ccc(O)cc2O)c1	-26&-42
8	CC(=O)Oc1c(S(=O)(=O)c2ccc(C)cc2)c(C)nn1C(C)(C)C	-5&3
9	Cn1c(=O)c(C(=O)NC2CCCCCCC2)c(O)c2ccccc21	3
10	CC1=C(C(=O)OC2CCCCC2)C(c2cccnc2)n2nnnc2N1 (stereo unspecified)	-4
11	COc1ccc(-c2cc(C(F)(F)F)nc(N3CCN(Cc4ccccc4)CC3)n2)cc1	-5
12	COc1cccc2sc(NC(=O)c3ccc(N(C)C)cc3)nc12	2

Remaining list, next part
#	SMILES	14-3-3g Raf
13	O=c1c2sccc2nc(SCc2ccccc2)n1Cc1ccc2c(c1)OCO2	1
14	N#CNC(N)=Nc1cccc(Cl)c1	-2
15	CCOc1ccc(C(=O)Nc2ncc([N+](=O)[O-])s2)cc1OCC	-91
16	CC(C)c1ccc(-c2c(C#N)c(N)nc3c2CCC3)cc1	-7
17	CC(=O)N[C@H](C(=O)O)C(C)(C)SN=O	-4
18	COc1ccc(-c2noc(CN3CCOCC3)n2)cc1OC	-6
19	Cc1cc(Br)c2c(c1)C(=O)C(=O)N2C	-6
20	COC(=O)C1=NNC2(C)C(=O)N(c3ccc(C)cc3)C(=O)C12 (stereo unspecified)	0
21	COc1cc(C(=O)Nc2ccc(C)c(C)c2)cc(OC)c1OC	-10
22	O=c1oc2ccccc2cc1-c1cn(-c2cccc(Br)c2)c(=S)[nH]1	-6
23	COc1ccc(Nc2ncc(C(=O)NCCCN3CCCC3)c3ccccc23)cc1	-16
24	CC1CN(C(=O)c2cc(F)c(F)cc2Cl)CC(C)O1 (stereo unspecified)	-3

(list continues)
#	SMILES	14-3-3g Raf
25	COc1ccc(C2C=C(c3ccc(Br)cc3)Nc3nnnn32)c(OC)c1OC (stereo unspecified)	-8
26	COCCOC(=O)C(C#N)c1nc2ccccc2nc1N1CCN(Cc2ccccc2)CC1 (stereo unspecified)	-6
27	COc1ccc(-c2c3c(nc4sc(C(=O)NCCc5ccccc5)c(N)c24)CC(C)(C)CC3=O)cc1	1
28	Cc1ccc2[nH]c(=O)c3cc(C(=O)NCCCN4CCOCC4)sc3c2c1	-10
29	Cc1cccc(CCNC(=O)C(C)C2Sc3ccccc3NC2=O)c1 (stereo unspecified)	0
30	CCOc1ccc(N(CC)C(=O)c2cc3cc4ccc(C)cc4nc3s2)cc1	-17
31	COc1ccc(C2C(C(=O)c3sc(C)nc3C)=C(O)C(=O)N2CCN2CCOCC2)cc1 (stereo unspecified)	2
32	COc1ccc(CN(C(=O)CNC(=O)c2ccco2)C(C(=O)NC2CCCC2)c2ccco2)cc1 (stereo unspecified)	-8
33	COCCCNC(=O)c1cc(-c2ccccc2)nc2ccccc12	3
34	Cc1ccc2c(CC(=O)OCn3nnc4ccccc4c3=O)coc2c1	-11
35	CC(C)c1nc2oc3c(NCC4CCCO4)ncnc3c2c2c1CCC2 (stereo unspecified)	-6
36	O=C(Nc1cccnc1)c1cc2c(ccc3ccccc32)o1	2&-3

Continued:
#	SMILES	14-3-3g Raf
37	CCc1nnc(NC(=O)CSc2nnc(CNc3cccc(C)c3)n2-c2ccccc2)s1	1
38	COc1ccc(-c2noc(COc3ccc4c(c3)OCO4)n2)cc1	-6
39	O=C(c1ccccc1)N1CCN(S(=O)(=O)c2ccccc2)C1	-10
40	COc1ccc2c(c1)cc1n2CCN2CCCN=C12	-8
41	CC(C)(C)c1cccc(/C=N/O)c1O	0
42	O=C(NCc1cccs1)C1CCCN(S(=O)(=O)c2cccc3nsnc23)C1 (stereo unspecified)	0
43	NC(=O)c1ccccc1NC(=O)c1cccc(F)c1	2
44	CCOc1ccc(NC(=O)c2sc3nc(C)nc(N4CCCCC4)c3c2C)cc1	2
45	Cc1cc(Cl)ccc1OCC(=O)Nc1ccc(N2CCOCC2)cc1	-20
46	CCC(=O)N1CCc2cc(S(=O)(=O)CCC(=O)N3CC(C)CC(C)C3)ccc21 (stereo unspecified)	-2
47	O=S(=O)(NCCSc1nnnn1-c1ccccc1)c1cccs1	-6
48	CCOC(=O)c1c(NC(C)=O)sc(C(=O)NC2CCCCC2)c1C	-11

Next part
#	SMILES	14-3-3g Raf
49	CCOC(=O)c1c(NC(=O)CSc2c[nH]c3ccccc23)sc2c1CCCCC2	-3
50	C=CCOC(=O)C1=C(C)N=C2SCCC(=O)N2C1c1ccc(SC)cc1 (stereo unspecified)	-27
51	Cc1cc(=O)oc2cc(OCC(=O)OCC(=O)N3CCc4ccccc43)ccc12	-2
52	Cc1ccc(NC(=O)CC(NCC2CCCO2)C(=O)O)c(C)c1 (stereo unspecified)	0
53	c1ccc(CNc2nc(-c3cccs3)cs2)cc1	-6
54	COc1ccc(NC(=O)c2cc3c(CO)cnc(C)c3oc2=N)cc1Cl	-8
55	O=C(Nc1ccccc1)c1cc(-c2cccc(Br)c2)nc2ccccc12	-9
56	Cc1ccc(S(=O)(=O)Nc2ccc(S(=O)(=O)N3CCCC3)cc2)cc1	2&1
57	CCC1CCCCN1C(=O)COC(=O)c1ccc(S(=O)(=O)N2CCOCC2)cc1 (stereo unspecified)	6
58	O=C(Nc1c2c(nn1-c1ccc([N+](=O)[O-])cc1)CS(=O)(=O)C2)c1cccc(Br)c1	-6
59	Cc1nc2c(ccc3nc(NC(=O)c4ccc(S(=O)(=O)N(CC(C)C)CC(C)C)cc4)sc32)s1	-8
60	COc1ccc2nc(NC(=O)c3ccc(NC(=O)C4CCCO4)cc3)sc2c1 (stereo unspecified)	0

The list goes on.
#	SMILES	14-3-3g Raf
61	COc1cc(Cl)c(C)cc1NC(=O)CSc1nnc(-c2ccccn2)n1Cc1ccco1	-6
62	CC(C)c1ccc(Nc2c(-c3ccco3)nc3ccc(Br)cn23)cc1	-8
63	CCn1c(CNC(=O)c2cccc(C)c2)nc2ccccc21	0
64	O=C(Nc1cccnc1Cl)c1noc2c1CCCC2	5
65	O=C(Nc1nc(-c2cccs2)cs1)c1ccc(S(=O)(=O)N2CCCC2)cc1	-2
66	Cn1ncc(N=Cc2ccccc2O)c1C(=O)Nc1ccccc1	2
67	CCOc1ccccc1NC(=O)c1nn(-c2ccc(OC)cc2OC)c(=O)c2ccccc12	-12
68	COc1ccc(Br)cc1C1Nc2cccc3cccc(c23)N1	-40
69	COc1ccc(Nc2cc(C(=O)NCCc3ccc(C)cc3)c3ccccc3n2)c(OC)c1	-89
70	Cc1ccc(NC(=O)CSCC(=O)Nc2ccccc2)c(C)c1	-5
71	O=C(c1cccs1)N1CCN(Cc2ccc3c(c2)OCO3)CC1	4&2
72	CC1CCCCC1NC(=O)CCCc1nc2ccccc2c(=O)[nH]1 (stereo unspecified)	1

Next compounds.
#	SMILES	14-3-3g Raf
73	Cc1ccc(-c2noc(CSc3nnnn3-c3ccccc3)n2)cc1	-4
74	CCCN1Cc2cccc(C(=O)Nc3cc(OC)cc(OC)c3)c2C1=O	3
75	CC(=O)C1=C(O)C(=O)N(Cc2cccnc2)C1c1ccc(Cl)cc1 (stereo unspecified)	-3
76	Cc1ccc2nc(SCC(=O)O)[nH]c2c1	-2
77	CCCCNC(=O)CS(=O)Cc1nc(-c2cccc(Cl)c2)oc1C (stereo unspecified)	-6
78	O=C(NCc1cccs1)c1nc2c(nnn2Cc2ccc(F)cc2)c(=O)[nH]1	5
79	NC(=O)C1(N2CCCCC2)CCN(C(=O)c2ccc(-n3cnnn3)cc2)CC1	-6
80	CCCCSc1nnc(-c2ccc(C)cc2)o1	0
81	O=C(O)C1CC=CCC1C(=O)Nc1ccccc1Cl (stereo unspecified)	-4
82	CC(=O)c1ccc(Cc2cnc(N)s2)cc1	-9
83	COc1ccccc1NC(=O)C1CCCN1C(=O)NCc1ccccc1 (stereo unspecified)	2
84	CCCCN1CC23C=CC(O2)C(C(=O)O)C3C1=O (stereo unspecified)	-1

4 entries drawn at random from the list so far, as already listed:
#	SMILES	14-3-3g Raf
83	COc1ccccc1NC(=O)C1CCCN1C(=O)NCc1ccccc1 (stereo unspecified)	2
80	CCCCSc1nnc(-c2ccc(C)cc2)o1	0
82	CC(=O)c1ccc(Cc2cnc(N)s2)cc1	-9
84	CCCCN1CC23C=CC(O2)C(C(=O)O)C3C1=O (stereo unspecified)	-1

Next part.
#	SMILES	14-3-3g Raf
85	CCSCCOC(=O)C1=C(C)NC2=C(C(=O)CC(c3ccccc3Cl)C2)C1c1ccc2c(c1)OCO2 (stereo unspecified)	-9
86	CCOC(=O)N1CCC(N(C(=O)Nc2ccc(CC)cc2)C(C)CC)CC1 (stereo unspecified)	4
87	O=C1C2CC3CC1CC(C2)C3=O	-1
88	CCCCCn1c(=S)[nH]c2cc(C(=O)Nc3ccc(OC)c(Cl)c3)ccc2c1=O	-7
89	CCN(Cc1ccccc1)S(=O)(=O)c1cc(C(=O)Nc2ccc(C)c(F)c2)ccc1F	-11
90	CCOC(NC(=O)c1ccccc1)C(NC(=O)c1ccccc1)OCC (stereo unspecified)	-8
91	O=CN1C(O)C(O)N(C=O)C(O)C1O (stereo unspecified)	4
92	O=C(CCc1nc2ccccc2s1)N1CCN(S(=O)(=O)c2cccs2)CC1	-6
93	CC1CCN(c2ccc(C(=O)c3ccccc3)cc2F)CC1	-270
94	Cc1cc(C(=O)COc2nncc3ccccc23)c(C)n1C	-5
95	CS(=O)CCC(C(=O)O)N1C(=O)c2ccccc2C1=O (stereo unspecified)	2
96	CCOC(=O)C1=C(C)NC2=C(C(=O)C(C(=O)OCC)C(c3ccccc3OC)C2)C1c1ccccc1C(F)(F)F (stereo unspecified)	-1

An excerpt from above in order of their number in 14-3-3g Raf, rising:
#	SMILES	14-3-3g Raf
23	COc1ccc(Nc2ncc(C(=O)NCCCN3CCCC3)c3ccccc23)cc1	-16
55	O=C(Nc1ccccc1)c1cc(-c2cccc(Br)c2)nc2ccccc12	-9
73	Cc1ccc(-c2noc(CSc3nnnn3-c3ccccc3)n2)cc1	-4
75	CC(=O)C1=C(O)C(=O)N(Cc2cccnc2)C1c1ccc(Cl)cc1 (stereo unspecified)	-3
63	CCn1c(CNC(=O)c2cccc(C)c2)nc2ccccc21	0
66	Cn1ncc(N=Cc2ccccc2O)c1C(=O)Nc1ccccc1	2
64	O=C(Nc1cccnc1Cl)c1noc2c1CCCC2	5

The list continues.
#	SMILES	14-3-3g Raf
97	COc1ccc2c(CC(=O)NCc3ccc4c(c3)OCO4)coc2c1	-9
98	COC(=O)C(N)Cc1ccc(Cl)cc1 (stereo unspecified)	2
99	COc1ccc(Cl)cc1N1C(=O)CSC1c1cccc(F)c1 (stereo unspecified)	-3
100	O=C(CSc1ccc(C(F)(F)F)cc1[N+](=O)[O-])Nc1ccc(Cl)cc1	-1
101	CNc1nc(N2CCOCC2)ncc1F	-1
102	c1ccc2[nH]c(SCc3cscn3)nc2c1	-5
103	Cc1cc(N2CCN(C)CC2)nc2ccc(NC(=O)CCC(=O)NCCC3=CCCCC3)cc12	2
104	Cc1ccc(N2C(N)=C(C#N)C(c3cccnc3)C3=C2CC(C)(C)CC3=O)cc1 (stereo unspecified)	-8
105	COCCNC(=O)c1ccc(CS(=O)(=O)Cc2ccccc2Cl)o1	-3
106	COc1ccc(NC(=NS(=O)(=O)c2ccccc2)c2ccc(Cl)cc2)cc1	-2
107	CC(C)N(Cc1nc(-c2ccc(Cl)cc2)no1)C(=O)c1ccc2c(c1)OCO2	2
108	COc1cc(OC)cc(-n2nc(C(=O)N(C)C3CCCCC3)c3ccccc3c2=O)c1	-5

Next structures.
#	SMILES	14-3-3g Raf
109	O=C(c1cc2cc3ccc(Cl)cc3nc2o1)N1CCN(Cc2ccc3c(c2)OCO3)CC1	-10&-25
110	Cc1ccc(N2CCN(C(=O)c3sc4ncn(C)c(=O)c4c3C)CC2C)cc1 (stereo unspecified)	0
111	COc1ccc(N=C2SC(C(=O)Nc3cccc(Cl)c3)CC(=O)N2Cc2ccccc2)cc1 (stereo unspecified)	-6
112	COc1ccc(Cn2c(=S)[nH]c3ccc(Cl)cc3c2=O)cc1	-7
113	COC(=O)c1cc(C(=O)NCCCN(C)C)cc([N+](=O)[O-])c1	-12
114	CCOC(=O)c1ccc(NC(=O)c2cc(-c3ccc(OC)cc3)nc3ccccc23)cc1	3
115	COc1cc(Cl)c(C)cc1NC(=O)CCNC(=O)Cn1ccc2ccccc2c1=O	-2
116	COC(F)(C(=O)Nc1ccc2c(c1)C(=O)NC2=O)C(F)(F)F (stereo unspecified)	-1
117	COc1cc(NC(=O)Nc2ccccc2)c(OC)cc1NC(=O)CN1CCCCC1	0
118	CCC(=O)Nc1ccc(-c2nnc(SCC(=O)Nc3nccs3)n2C)cc1	-2
119	COc1ccccc1Nc1nc(C)cc(=O)[nH]1	7
120	CCOC(=O)c1cc([N+](=O)[O-])sc1NC(=O)c1ccc(S(=O)(=O)N(C)C)cc1	-171

New compounds follow.
#	SMILES	14-3-3g Raf
121	Cc1ccc(NC(=O)c2c(C)nc3sc(C(=O)N4CCCC4)c(N)c3c2-c2ccccc2Cl)c(C)c1	-2
122	Cc1ccc(C2Nc3ccccc3C(=O)N2c2ccc(Br)cc2)cc1 (stereo unspecified)	-3
123	COc1ccc(CNC(=O)Cn2nc(-c3ccc4c(c3)OCCO4)ccc2=O)cc1	-3
124	CCCCCn1c(=O)[nH]c2cc(C(=O)Nc3cc(C)cc(C)c3)ccc2c1=O	-2
125	Cc1cc(C(=O)NC(C)c2ccccc2)ccc1[N+](=O)[O-] (stereo unspecified)	-1
126	Cc1ccc(Cl)cc1NC(=O)CCCCCN1C(=O)c2cccc([N+](=O)[O-])c2C1=O	-14
127	CC(=O)c1ccc(C(=O)Nc2nc3c(ccc4ccccc43)s2)cc1	-6
128	CCN1C(=O)C2NN=C(C(=O)c3nc(Cl)ccc3Cl)C2C1=O (stereo unspecified)	3

The list is partial, so the mix of outcomes need not match the whole.
